FUS suppressor: qHTS for Suppressors of FUS Proteinopathy: Primary screen using FUS-linked yeast assay; S. cerevisiae FUS-expressing, growth rescue, OD600, 24 h; Potency, µM (titrated, usually from 76.6 µM), for inactives: at the top dose growth rescue (activation), hits mostly activators; 390,000 compounds, 0.24% hits; AID 1347120, 2019;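 also: potency is read from the fitted curve at half-maximal effect; plate controls were DMSO vehicle for no effect and reference control for full effect; nearly all actives have a fitted effect of over 55% in size; some results filed as inactive show a strong effect at the top dose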
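Quantitative HTS measuring growth restoration of FUS-toxic yeast. Galactose-induced cells (OD 0.005) were exposed 24hr at 30C to compounds at several concentrations, then absorbance at 600 nm was recorded.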
TDP43 rescue: qHTS of TDP-43 Inhibitors. TDP-43 expressing yeast growth rescue, BacTiter-Glo, 24 h. Potency, µM (highest dose often 46.1 µM), inactives show top-dose growth rescue (activation), actives largely listed as activators. 410,000 compounds, 1.8% hits; also: potency is read from the fitted curve at half-maximal effect; % of control where 0% means no effect; nearly all actives have a fitted effect of over 50% in size
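Luminescence from BacTiter-Glo reports growth of TDP-43-expressing yeast after 24 hr at 30 deg C with compound. Cells were raffinose-pregrown to mid-log, then seeded in galactose medium at OD600=0.02.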
Abeta rescue: qHTS for compounds that reverse cellular toxicity of Amyloid beta (A-beta) peptide in yeast: Primary Screen; yeast expressing A-beta42, growth rescue, OD600, 48 h; response scale: 0% DMSO, 100% iron-clioquinol control; Potency, µM (series often up to 46.1 µM), inactives show top-dose growth rescue, hits mostly activators; 410,000 compounds, 0.063% hits; AID 1347071, 2019; also: potency is read from the fitted curve at half-maximal effect; nearly all actives have a fitted effect of over 55% in size
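Yeast growth medium received pinned compounds, then yeast cells expressing toxic A-beta were added; plates incubated at 30 C for 48 hr. Growth read as absorbance at 600 nm, normalized to DMSO and equimolar FeCl3 plus clioquinol controls.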
EPAC2 ag: qHTS for Agonist of cAMP-regulated guanine nucleotide exchange factor 4 (EPAC2): primary screen. Rap guanine nucleotide exchange factor 4 (Homo sapiens), Q8WZA2. EPAC2 activation, biochemical qHTS; response scale: 100% = 6.5 mM cAMP response. Potency, µM (highest dose often 154 µM), inactives show top-dose activation, actives largely listed as activators. 360,000 compounds, 0.079% hits. AID 720711, 2013; also: potency is read from the fitted curve at half-maximal effect; nearly all actives have a fitted effect of over 50% in size
Target sequence (Q8WZA2 whole entry, looked up): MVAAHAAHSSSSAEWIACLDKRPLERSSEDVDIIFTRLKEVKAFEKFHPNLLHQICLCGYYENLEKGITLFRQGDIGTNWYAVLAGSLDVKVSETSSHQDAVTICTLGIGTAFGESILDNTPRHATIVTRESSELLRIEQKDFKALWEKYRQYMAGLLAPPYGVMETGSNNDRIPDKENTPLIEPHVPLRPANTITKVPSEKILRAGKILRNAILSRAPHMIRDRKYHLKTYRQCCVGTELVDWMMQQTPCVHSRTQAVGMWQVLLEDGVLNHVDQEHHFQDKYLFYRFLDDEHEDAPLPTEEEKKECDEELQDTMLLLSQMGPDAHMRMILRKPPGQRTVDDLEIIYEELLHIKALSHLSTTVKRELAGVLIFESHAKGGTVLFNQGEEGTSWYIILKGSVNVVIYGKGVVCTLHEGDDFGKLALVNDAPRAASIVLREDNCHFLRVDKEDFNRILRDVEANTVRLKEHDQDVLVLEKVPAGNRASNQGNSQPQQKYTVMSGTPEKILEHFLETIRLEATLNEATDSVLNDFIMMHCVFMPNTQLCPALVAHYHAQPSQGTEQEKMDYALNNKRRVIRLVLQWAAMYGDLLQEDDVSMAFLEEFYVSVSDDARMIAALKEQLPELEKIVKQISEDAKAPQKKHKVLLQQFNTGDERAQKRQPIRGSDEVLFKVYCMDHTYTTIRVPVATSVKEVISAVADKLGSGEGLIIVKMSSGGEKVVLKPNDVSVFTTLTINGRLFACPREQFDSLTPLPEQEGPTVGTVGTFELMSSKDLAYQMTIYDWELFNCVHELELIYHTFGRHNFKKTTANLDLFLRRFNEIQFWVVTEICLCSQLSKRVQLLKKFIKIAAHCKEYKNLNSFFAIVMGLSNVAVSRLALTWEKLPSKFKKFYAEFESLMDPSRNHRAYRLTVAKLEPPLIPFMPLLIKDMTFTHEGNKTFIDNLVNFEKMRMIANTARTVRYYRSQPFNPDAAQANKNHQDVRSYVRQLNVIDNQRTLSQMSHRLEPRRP
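Exchange assay: 100 nM EPAC2 with 250 nM Rap1B-BODIPY-GDP and 50 uM GDP. Fluorescence (ex 480/em 540 nm) read every 5 min for 30 min at room temperature. Data normalized to 6.5 mM cAMP as agonist control.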
EPAC2 antagonist: qHTS for Antagonist of cAMP-regulated guanine nucleotide exchange factor 2 (EPAC2): primary screen; Rap guanine nucleotide exchange factor 4 (Homo sapiens), Q8WZA2; EPAC2 GEF exchange of Rap1B-BODIPY-GDP, fluorescence; Potency, µM (titrated, usually from 114 µM), without a hit: top-dose activity, negative = inhibition, hits mostly inhibitors; 360,000 compounds, 0.18% hits; also: potency is read from the fitted curve at half-maximal effect; % is scaled to controls: 0 for no effect and ±100 for the full control effect; nearly all actives have a fitted effect of over 45% in size; many of its hits are not listed in these tables
aSyn rescue: qHTS of alpha-syn Inhibitors; Yeast expressing alpha-synuclein, growth rescue, BacTiter-Glo, 24 h; Potency, µM (series often up to 46.1 µM), for the others: top-dose growth rescue (activation), actives largely listed as activators; 370,000 compounds, 0.14% hits; AID 652106, 2013; also: potency is read from the fitted curve at half-maximal effect; % of control where 0% means no effect; nearly all actives have a fitted effect of over 65% in size
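Screening used galactose-induced yeast with toxic alpha-synuclein levels, exposed to compound for 24 hr at 30 deg C. Cell growth, read with BacTiter-Glo luminescence, gave the measured signal.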
D3 ag: qHTS of D3 Dopamine Receptor Agonist: qHTS; D(3) dopamine receptor (Homo sapiens), P35462; D3R DiscoveRx beta-arrestin cells, luminescence, 90 min; max activation, %; 410,000 compounds, 0.58% hits; in the data active = max activation above about 30%; also: 0% is about no effect; mostly tested at two doses, the higher about 12 µM
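Agonist-mode cell screen: cells plated at 1500/well and incubated overnight at 37 °C, then exposed to library compounds for 90 min at 37 °C. Detection reagent was added for 30–60 min at room temperature, and luminescence was read.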
D3 antag: qHTS of D3 Dopamine Receptor Antagonist: qHTS | D3R cells, DiscoveRx beta-arrestin luminescence, antagonist mode; active compounds read low | max response, negative = inhibition, % | 360,000 compounds, 2.5% hits; in the data active = max response below about -50%; inconclusive = no clear call, values can overlap the other calls; also: % is scaled to controls: 0 for no effect and ±100 for the full control effect; mostly tested at two doses, the higher about 12 µM
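Cells plated overnight at 1500 cells/well, then exposed to library compounds with dopamine controls for 90 minutes at 37 degrees C. DiscoveRx reagent added for 30–60 minutes at room temperature; luminescence read, quantitative HTS format.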
* marks the source's active call; other numbers are inactive results; u = inconclusive; x = no result given; [ ] = dose if it differs, or a comment. Unless noted, calls follow the shape of the dose curve; as a rule, active = well fitted curve in the direction sought with a large enough effect; inconclusive = small, poorly fitted or top-dose-only effect, or another doubt; inactive = no such curve, though single readings can be large; an effect the other way counts as inactive or inconclusive. These rows are one share of the data, so the mix of outcomes need not match the whole.

smiles,FUS suppressor,TDP43 rescue,Abeta rescue,EPAC2 ag,EPAC2 antagonist,aSyn rescue,D3 ag,D3 antag
CC(=O)Nc1nnc(SCc2cc(=O)c3cc(C)ccc3[nH]2)s1,-2.3%,6.9%,-12.6%,x,x,x,-2.6,x
O=C(c1cc2ccccc2oc1=O)N1CCN(c2ccccn2)CC1,10.1%,-6.1%,18.3%,-3.7%,-3.0%,6.7%,-4.7,32.4
CC(Oc1ccc(Br)cc1)C(=O)Nc1ccncc1 (stereo not given),4.1%,5.8%[9.22 µM],12.1%,1.9%,1.4%,0.1%,2.9,14.2
O=C1CCC(=O)N1c1nc2n(n1)C(c1ccccc1)C=C(c1ccc(Br)cc1)N2 (stereo not given),16.8%,-10.6%,8.2%,-1.1%,4.4%,-3.1%,-4.7,-6.0
CC(C)C(O)(C#CCN1CCCC1)c1ccccc1 (stereo not given),-8.8%,-8.5%,1.1%,9.0%,11.5%,-4.4%,-23.6,-19.5
CC(=O)N1C(O)CC(C)N1c1ccccc1 (stereo not given),x,-1.9%,10.1%,0.5%,5.6%,-9.7%,4.9,-15.0
CCCCNC(=S)NNC(=O)C12CC3CC(CC(C3)C1)C2,-5.7%,14.5%,16.2%,4.3%,7.4%,2.1%,-9.6,0.0
CC(=O)c1ccc(N2CCN(C(=O)C3(S(=O)(=O)c4ccc(Cl)cc4)CC3)CC2)cc1,25.0%,23.0%,-11.4%,-2.4%,-4.9%,-0.3%,3.1,-26.7
CCOC(=O)C1(CCOc2ccccc2)CCN(C(=O)c2cncs2)CC1,7.1%,24.3%,13.3%,7.6%,-7.9%,1.7%,8.8,6.5
Fc1ccc(F)c(NC2=NCCCCC2)c1,11.0%,4.5%,-3.3%,3.8%,1.0%,0.0%,0.9,10.7
C=CCC[C@@H](Cc1ccc(F)cc1)C(=O)OC[C@H](C)NC(=O)[C@H](CC=C)CC(=O)N(CCO)Cc1ccccc1,u,18.5%,0.1%,-2.2%,-19.3%,-15.7%,7.9,51.9
Cc1ccc(C(=O)N2CCOCC2)c(F)c1F,-45.6%,6.5%,2.7%,-4.0%,-8.8%,-11.3%,-1.0,-10.2

An excerpt from above in order of SMILES length, lowest first:
smiles,FUS suppressor,TDP43 rescue,Abeta rescue,EPAC2 ag,EPAC2 antagonist,aSyn rescue,D3 ag,D3 antag
Fc1ccc(F)c(NC2=NCCCCC2)c1,11.0%,4.5%,-3.3%,3.8%,1.0%,0.0%,0.9,10.7
CC(C)C(O)(C#CCN1CCCC1)c1ccccc1 (stereo not given),-8.8%,-8.5%,1.1%,9.0%,11.5%,-4.4%,-23.6,-19.5
O=C1CCC(=O)N1c1nc2n(n1)C(c1ccccc1)C=C(c1ccc(Br)cc1)N2 (stereo not given),16.8%,-10.6%,8.2%,-1.1%,4.4%,-3.1%,-4.7,-6.0

Back to the main list with the four entries that preceded the break.
smiles,FUS suppressor,TDP43 rescue,Abeta rescue,EPAC2 ag,EPAC2 antagonist,aSyn rescue,D3 ag,D3 antag
CCOC(=O)C1(CCOc2ccccc2)CCN(C(=O)c2cncs2)CC1,7.1%,24.3%,13.3%,7.6%,-7.9%,1.7%,8.8,6.5
Fc1ccc(F)c(NC2=NCCCCC2)c1,11.0%,4.5%,-3.3%,3.8%,1.0%,0.0%,0.9,10.7
C=CCC[C@@H](Cc1ccc(F)cc1)C(=O)OC[C@H](C)NC(=O)[C@H](CC=C)CC(=O)N(CCO)Cc1ccccc1,u,18.5%,0.1%,-2.2%,-19.3%,-15.7%,7.9,51.9
Cc1ccc(C(=O)N2CCOCC2)c(F)c1F,-45.6%,6.5%,2.7%,-4.0%,-8.8%,-11.3%,-1.0,-10.2
N#Cc1ccc(CN2CCN(C(=O)CNS(=O)(=O)c3ccc4c(c3)OCCCO4)CC2)cc1,3.6%,6.0%,1.6%,10.4%,6.8%,-18.3%,-2.5,-0.7
CCOC(=S)SCC(=O)Nc1nc(C)c(C)s1,-20.3%,22.4µM*,u,15.0%,7.5%,-1.0%,-3.4,u
CC1CN(Cc2cnc(Cl)s2)CC(C)O1 (stereo not given),-38.9%,7.2%,7.0%,7.9%,0.8%,-4.1%,-9.5,1.5
O=[N+]([O-])c1cccc(-c2nnc(-c3ccc4c(c3)OCO4)o2)c1,-9.6%,u,5.6%,-0.3%,1.7%,-7.3%,-2.0,26.1
Cc1ccc(OCCn2c(COc3ccc(Cl)cc3)nc3ccccc32)cc1,-1.6%,8.3%,-11.6%,x,x,x,-1.9,x
COc1cccc(C(=O)COc2cccc(NC(=O)c3cccc([N+](=O)[O-])c3)c2)c1,-12.4%,29.1%,5.9%,5.1%,2.3%,-7.9%,13.8,-51.1*
CN(CC(=O)Nc1ccccc1Br)C(=O)c1cc(Cl)nc2ccccc12,38.4%,15.7%,-5.8%,6.9%,-1.3%,1.9%,-4.3,9.8
COCCN1C(=O)N(c2cccc(OC)c2)C(=O)C1CC(=O)Nc1cccc(F)c1 (stereo not given),-31.5%,14.1%,8.4%,4.9%,-3.2%,0.6%,0.0,9.2
Cc1ccc(C)c(N2CCN(C(=O)CCCOc3cc(=O)n(C)c4ccccc34)CC2)c1,u,u,11.4%,-11.3%,-4.3%,-9.0%,78.9*,29.7
O=C(CSc1nc2ccccc2c(=O)n1-c1ccc(F)cc1)NCc1ccco1,26.9%,0.0%,-14.5%,-3.0%,8.6%,-0.5%,0.2,21.3
CNc1oc(-c2ccc(OCc3ccccc3)cc2)nc1C#N,x,11.9%,-11.5%,15.9%,-0.6%,-4.3%,18.1,13.1
CC(=O)Nc1cncc(-c2ccccc2N(C)C)n1,-20.1%,9.3%,-9.2%,4.0%,10.2%,-7.4%,-1.3,11.2
Cc1nn(C)cc1/C=N/NC(=O)Cn1nnc(N)n1,-4.7%,13.2%,-6.0%,-0.4%,5.2%,6.3%,-0.6,19.6
Oc1c(Br)cc(Br)cc1/C=N/c1nc2c(s1)CCCC2,9.0%,-14.0%,-9.0%,-8.5%,u,-13.3%,0.2,31.3
COc1ccc(N2CCN(c3nc(=S)n(-c4ccccc4)c(C)c3C(C)=O)CC2)cc1,31.9%,-2.0%,11.0%,0.1%,7.1%,2.5%,-10.1,-10.4
CN(CC(=O)Nc1cccc(C#N)c1)S(=O)(=O)c1cc2c(cc1Cl)NC(=O)CO2,21.5%,6.4%,-6.5%,x,x,x,-7.2,x
NC(=O)CCN1CCN(Cc2cn[nH]c2-c2cccc3ccccc23)CC1,9.4%,-2.8%,0.1%,-0.8%,4.3%,1.1%,3.4,2.1
CC(=O)n1cc([C@H]2C=C(C(=O)N3CCOCC3)O[C@@H](OCc3ccc(CO)cc3)C2)c2ccccc21,25.6%,0.1%,3.6%,2.6%,-10.6%,2.9%,18.5,22.8
CN1C(=O)[C@H]2[C@@H](c3ccc(C(F)(F)F)cc3)N[C@]3(CCCN(Cc4cccn4C)C3=O)[C@H]2C1=O,u,0.0%,-0.6%,-3.5%,-7.0%,0.7%,-2.0,-20.9
CCOC(=O)C(NC(C)=O)(Nc1ccc(S(N)(=O)=O)cc1)C(F)(F)F (stereo not given),x,15.5%,7.0%,-0.4%,13.1%,5.9%,5.0,-19.3
CC1SC(c2ccc(F)cc2)NC1=O (stereo not given),-4.7%,-10.4%,12.0%,2.4%,-12.1%,0.8%,2.1,3.3
CCNC(=O)COC(=O)/C=C/c1cccc([N+](=O)[O-])c1,16.4%,3.6%,-4.8%,23.5%,-0.5%,0.5%,-1.1,-24.4
O=C(CN1CCN(S(=O)(=O)c2ccc(F)cc2)CC1)Nc1ccc2c(c1)OCCO2,-41.1%,11.8%,12.4%[9.22 µM],8.4%,-0.5%,-1.2%,1.4,0.0
O=c1ccc2cc(S(=O)(=O)N3CCN(c4ccccc4)CC3)ccc2o1,x,u,11.3%,10.8%,0.7%,9.8%,4.2,-12.5
O=C(CCCn1c(=S)[nH]c2ccsc2c1=O)Nc1ccc2c(c1)OCO2,13.9%,-8.6%,-14.2%,-2.2%,-0.8%,-0.5%,4.3,-5.6
CN1CCc2nc3sc(C(=O)Nc4ccccc4C(F)(F)F)c(N)c3cc2C1,4.8%,u,-87.5%[inhibitor],x,x,x,4.3,x
COc1cccc(-c2nnc(SCc3cccnc3)o2)c1,10.4%,12.6µM*,7.6%,13.1%,2.8%,21.2%,0.3,7.7
Cc1cc(-c2ccc(S(=O)(=O)NCc3ccccc3Cl)s2)on1,6.8%,2.4%,-12.5%,x,x,x,-14.2,x
COC(=O)CN(C)C(=O)c1ccccc1OC1CCN(S(C)(=O)=O)CC1,-5.7%,-13.6%,5.0%,4.9%,2.7%,-10.1%,9.2,-0.9
C/C=C(\C)C(=O)NNC(=O)c1sc(-c2ccccc2)nc1C,16.4%,-4.9%,-4.6%,7.9%,0.3%,0.0%,-2.0,-9.3
O=C(O)C1(c2ccccc2)CCC(Nc2ccccc2)C1 (stereo not given),15.9%,-10.0%,24.6%,-0.2%,0.0%,10.6%,-1.4,-18.6
Cc1ccccc1NS(=O)(=O)c1ccc2[nH]cc(C(=O)NC(C)c3ccccc3)c(=O)c2c1 (stereo not given),u,11.9%,0.9%,x,x,x,3.8,x
COc1cc(C2NC(=O)NC(C)=C2C(C)=O)ccc1O (stereo not given),-1.4%,-20.9%,10.9%,9.1%,0.0%,-4.3%,-9.8,-27.9
COc1ccc(NS(=O)(=O)c2c(F)cc(F)c(Cl)c2F)cc1S(=O)(=O)N1CCCCC1,u,6.8%,8.6%,4.1%,-3.0%,-13.0%,1.5,-7.3
O=C(COC(=O)C1=COCCO1)Nc1cc(C(F)(F)F)ccc1Cl,-6.1%,u,1.9%,-6.1%,7.6%,9.9%,1.4,1.9
COc1ccc(-n2c(NCCN(C)C)nc3sc4c(c3c2=O)CCCCC4)cc1,10.1%,-25.2%,-9.5%,4.0%,4.2%,-2.0%,-7.2,-21.6

Bioassay records: PubChem BioAssay, National Center for Advancing Translational Sciences (NCATS)
